# Bioassay records: PubChem, PCMD
# FXIa single inh: blocks human coagulation factor XIa activity. P03951. purified human FXIa, fluorogenic AMC substrate cleavage. inhibition, % at 10 µM. hit rate 0.3% among 33,000. AID 687;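 active = inhibition above 40% in the primary screen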;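 also: 0% = enzyme without compound and 100% = blank wells lacking enzyme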
# Target sequence (P03951 19-387 limits assumed): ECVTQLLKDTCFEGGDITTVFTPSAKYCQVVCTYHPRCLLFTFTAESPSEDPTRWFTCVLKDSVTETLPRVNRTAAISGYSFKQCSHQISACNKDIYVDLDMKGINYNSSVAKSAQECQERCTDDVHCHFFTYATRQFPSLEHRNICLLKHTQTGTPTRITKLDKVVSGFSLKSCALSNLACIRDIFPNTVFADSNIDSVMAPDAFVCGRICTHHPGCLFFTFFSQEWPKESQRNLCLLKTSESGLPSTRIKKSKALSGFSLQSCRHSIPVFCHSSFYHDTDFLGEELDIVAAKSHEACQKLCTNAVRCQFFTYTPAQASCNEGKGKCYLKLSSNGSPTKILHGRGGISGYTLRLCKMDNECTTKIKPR
# Target sequence (P03951 388-625 limits assumed): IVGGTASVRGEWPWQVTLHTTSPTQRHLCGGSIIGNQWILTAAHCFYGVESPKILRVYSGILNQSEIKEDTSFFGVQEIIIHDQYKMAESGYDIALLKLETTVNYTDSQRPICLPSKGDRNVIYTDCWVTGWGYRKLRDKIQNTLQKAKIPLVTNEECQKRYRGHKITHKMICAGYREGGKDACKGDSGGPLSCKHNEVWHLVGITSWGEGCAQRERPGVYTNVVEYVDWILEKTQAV
# FXIIa inh: blocks human coagulation factor XIIa activity. inhibition, % at 10 µM. purified human FXIIa, AMC substrate fluorescence, 2 h. hit rate 0.2% among 33,000. AID 701; in the data active = inhibition above about 30%;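 also: 0% = enzyme with vehicle only and 100% = no enzyme blank; many of its hits are not listed in these tables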
# Starred values were filed as active, the others as inactive. Only part of the results is shown; rates above refer to the full screens.
SMILES,FXIa single inh,FXIIa inh
COc1ccc(CCNC(=O)CCNS(=O)(=O)c2cccc3nonc23)cc1OC,2,7
COC(=O)COc1ccc(S(=O)(=O)Nc2ccc3c(c2)OCO3)cc1,-2,2
N#Cc1cnn(-c2ncnc3sc(-c4ccccc4)cc23)c1N,-6,0
COc1ccc2c(c1)c(C(=O)N1CCN(C)CC1)c(C)n2-c1ccccc1,5,3
Cc1scc(C(=O)Nc2ccon2)c1-c1ccccc1,-2,10
COC(=O)[C@H](C)NC(=O)Nc1cc(Cl)ccc1C,20,-13
CC(NC(=O)Nn1cnnc1)(C(F)(F)F)C(F)(F)F,0,2
CCOc1ccc(NC(=O)CC2CC(C)(C)OC2=O)cc1 (stereo not given),4,3
COC(=O)c1cc2c(ccn2-c2ccc(F)cc2)n1CC(C)C,7,3
NCCCCCc1nnc(SCc2ccc(Cl)c(Cl)c2)o1,-6,2
Cc1cc(=O)oc(C)c1C(=O)N1CCN(c2ccc(F)cc2)CC1,0,12
Cc1ccc(CN2CC(C(=O)O)CC2=O)cc1 (stereo not given),-6,6
Cc1nnc(NC(=O)CSc2nnc3scc(-c4ccc(C)c(C)c4)n23)s1,5,4
Cc1oc(-c2ccccc2Cl)[n+]([O-])c1C,0,-2
CCOc1cc(-c2conc2N)cc(OCC)c1OCC,3,7
COc1cc(C(=O)Nc2sc3c(c2C#N)CCN(C(C)=O)C3)cc(OC)c1OC,5,5
O=C(CSc1nc2ccccc2n1CC(=O)N1CCCC1)NCc1ccc2c(c1)OCO2,-7,7
O=C(NCCc1ccc(Cl)cc1)C1CCC(=O)N1Cc1ccc(F)cc1 (stereo not given),4,7
Cc1ccc(-n2c(-c3c(-c4ccccc4)noc3C)n[nH]c2=S)cc1,-3,13
COc1ccc(CCC(N)=O)cc1OC,25,-16

# Sorted by molecular weight (smallest number first): 16 of the compounds above
SMILES,FXIa single inh,FXIIa inh
COc1ccc(CCC(N)=O)cc1OC,25,-16
Cc1oc(-c2ccccc2Cl)[n+]([O-])c1C,0,-2
Cc1ccc(CN2CC(C(=O)O)CC2=O)cc1 (stereo not given),-6,6
COC(=O)[C@H](C)NC(=O)Nc1cc(Cl)ccc1C,20,-13
Cc1scc(C(=O)Nc2ccon2)c1-c1ccccc1,-2,10
CC(NC(=O)Nn1cnnc1)(C(F)(F)F)C(F)(F)F,0,2
CCOc1cc(-c2conc2N)cc(OCC)c1OCC,3,7
COC(=O)c1cc2c(ccn2-c2ccc(F)cc2)n1CC(C)C,7,3
N#Cc1cnn(-c2ncnc3sc(-c4ccccc4)cc23)c1N,-6,0
Cc1cc(=O)oc(C)c1C(=O)N1CCN(c2ccc(F)cc2)CC1,0,12
Cc1ccc(-n2c(-c3c(-c4ccccc4)noc3C)n[nH]c2=S)cc1,-3,13
COc1ccc2c(c1)c(C(=O)N1CCN(C)CC1)c(C)n2-c1ccccc1,5,3
COC(=O)COc1ccc(S(=O)(=O)Nc2ccc3c(c2)OCO3)cc1,-2,2
COc1cc(C(=O)Nc2sc3c(c2C#N)CCN(C(C)=O)C3)cc(OC)c1OC,5,5
Cc1nnc(NC(=O)CSc2nnc3scc(-c4ccc(C)c(C)c4)n23)s1,5,4
COc1ccc(CCNC(=O)CCNS(=O)(=O)c2cccc3nonc23)cc1OC,2,7

# Continued:
SMILES,FXIa single inh,FXIIa inh
O=C(Nc1ccc(Cl)cc1)OCc1cncs1,-1,3
CCCc1cc(=O)[nH]c(SCC(=O)c2cc(C)n(CCOC)c2C)n1,-2,5
CCOC(=O)CCC(=O)N1CCOCCOCCN(C(=O)CCC(=O)OCC)CCOCCOCC1,14,-16
Cc1ccc(SCCNC(=O)c2ccccc2C)cc1,-13,4
Cc1nn(-c2ccccc2)c(Cl)c1C(=O)Nc1nnc(C2CCCCC2)s1,23,-13
CCCNS(=O)(=O)c1ccc(NC(=O)Cc2cccs2)cc1,-2,4
O=C1c2ccccc2-c2onc3c(Oc4ccccc4)cc(O)c1c23,29,-11
Oc1ccc2ccccc2c1CN1CCN(c2ccccc2)CC1,3,3
CS(=O)(=O)N1CCN(c2ccccc2NC(=O)c2ccc(Br)o2)CC1,12,5
Cc1ccc(CCNC(=O)C2CCCN(C(=O)N(C)C)C2)cc1 (stereo not given),-10,7
Cc1nc(-c2cccc(S(=O)(=O)N3CCC(C)CC3)c2)cs1,-11,5
C=CCN(CC=C)C(=O)Cc1ccc(F)cc1,-6,4
N#Cc1cc2c(nc1SCc1ccccc1)CCC2,-1,7
Cc1cc(C)n(-c2nc(SCCN(C)C)c3c4c(sc3n2)CCCC4)n1,-6,0
CCOC(=O)/C(C#N)=C/c1cc(C)n(-c2ccc(C)cc2)c1C,-6,8
CCOC(=O)C1CCN(C(=O)CSc2cc(=O)n(C)c3ccccc23)CC1,0,7
O=C(CCl)Nc1cc(-c2ccccc2)nn1-c1ccccc1,-1,9
FC(F)(F)Oc1ccc(Nc2nc3ccccc3o2)cc1,0,4
Cc1nnc(SCC(=O)NC(=O)NC2CCCC2)n1N,-10,1
CCOc1ccc(-c2cn(CCC#N)cn2)cc1,-4,3
CCOC(=O)c1c2n(c3ccc(OC(C)=O)cc13)CCC2,3,2
Cc1nn(CC(=O)Nc2ccc3c(c2)nc(CCN2CCCCC2)n3C)c(=O)c2ccccc12,-6,5
Cn1c(SCC(=O)NC(C)(C)C)nnc1-c1cnccn1,5,6
Cc1ccc(N(CC(=O)NC2CCCC2)C(=O)c2c(C)noc2C)cc1C,-8,3
COc1ccc(-c2cc(C(=O)NC(C)C)no2)cc1,-4,12
c1cnc2c(OCc3cn4cccnc4n3)cccc2c1,8,7
CCc1ccc(N(C)S(=O)(=O)c2ccc3[nH]cc(C(=O)NCCN4CCOCC4)c(=O)c3c2)cc1,-5,-4
O=C(CCCCCn1c(=S)[nH]c2ccccc2c1=O)N1CCOCC1,7,5
NC(=O)c1nc(N2CCOCC2)nc(N2CCOCC2)n1,-3,2
COc1ccc(N2CCN(c3oc(Cc4cccc5ccccc45)nc3C#N)CC2)cc1,-3,3
COc1cccc(NC(=O)Cc2ccc(C)cc2)c1,7,4
Cn1nnnc1SCC(=O)N(C1CCCCC1)C1CCCCC1,106*,-14
Cc1ccc(-n2c3c(cc(C(=O)O)c2=O)C(=O)CC(C)(C)C3)cc1,-1,4
O=C(CSc1nc(-c2ccco2)cc(C(F)(F)F)n1)Nc1ccc(C(=O)N2CCOCC2)cc1,4,-17
CSc1nsc(SCc2ccc(Cl)cc2)n1,12,4
COc1cccc(CN2C(=O)Nc3ccccc3C(=O)N2C(C)(C)C)c1,12,-8
COC(=O)c1cc(=O)n(CCc2ccccc2F)c(=Nc2ccc(F)c(Cl)c2)s1,3,5
COc1ccc(-c2noc(CSc3nnc(-c4ccccc4)n3C)n2)cc1,4,6
O=C(NC1(C(F)(F)F)NC(=O)N(Cc2cccnc2)C1=O)c1ccncc1 (stereo not given),-14,-12
CC(=O)N1CCN(C(=O)CSc2nc3c(cnn3-c3ccccc3)c(=O)[nH]2)CC1,-9,6
Cc1cc(C)c(C#N)c(Nc2ccccc2)n1,-3,0
CCCN(CC1CC1)C(=O)COC(=O)c1[nH]c(C)c(C(=O)OCC)c1C,-10,8
CNC(=O)Oc1ccc2c(c1)[C@]1(C)CCN(C)[C@@H]1N2C,-2,8
Cc1ncc(S(=O)(=O)c2ccccc2)c(-c2ccccc2)n1,16,-11
CCOc1ccc(CN(C(=O)c2oc3cc(C)ccc3c2C)C2CCS(=O)(=O)C2)cc1 (stereo not given),-7,8
C=CCn1c(NCc2c[nH]c3ccccc23)nc2ccccc21,-1,4
CC(C(=O)NC(=O)NCc1ccccc1)N1C(=O)c2ccccc2C1=O (stereo not given),-7,4
O=Cc1cn(-c2ccccc2)nc1-c1cc2c(ccc3ccccc32)oc1=O,-10,-15
COc1cc(C(=O)NCCc2ccc3c(c2)OCCO3)ccc1OCC(=O)N1CCOCC1,3,3
CCC(C)n1c(-c2cccs2)nc2nc3ccccc3nc21 (stereo not given),-7,-10
COc1ccc(/C=N/S(=O)(=O)c2cccs2)cc1,2,-1
CC(C)C(=O)N1CCC(CN=CC2=C(O)CC(C)(C)CC2=O)CC1,-13,4
Cn1c(CN2CCOCC2)nc2cc(NC(=O)c3ccc(F)cc3)ccc21,5,4
Cc1ccc(C(=O)Nc2ccc(O)cc2C(=O)O)cc1C,-4,9
NC(=O)CSc1nnc(-c2cccnc2)n1Cc1ccccc1,6,2
Cc1ccc(S(=O)(=O)N2CCCN(S(=O)(=O)c3ccc4ccccc4c3)CC2)cc1,2,-13
O=C(CSc1n[nH]c(-c2ccncc2)n1)Nc1ccccn1,1,7
Cc1ccc(C)c(C(=O)CN2C(=O)c3ccccc3S2(=O)=O)c1,-5,9
Cc1ccc(Nc2nc3c(c(=O)[nH]2)CCCC3)cc1,-3,4
CCN(CC)CCn1c(NC(=O)c2ccc(Cl)cc2)nc2ccccc21,-6,5

# Next part
SMILES,FXIa single inh,FXIIa inh
Oc1ccc(/C=N/Nc2nccnc2Cl)cc1,9,6
O=C(c1csc2ccccc12)N1CCCCCC1,-5,6
Cc1ccc(C(=O)N2c3ccccc3N(Cc3ccccc3)C(=O)C2(C)C)cc1,31,-11
O=c1c2sc(-c3ccccc3)cc2nc2n1CCC2,7,3
Cc1cc(NC(=O)CSc2nnc(-c3ccc(Br)o3)n2Cc2ccccc2)no1,0,1
Cc1ccc(C(=O)NC2CC(C)(C)NC(C)(C)C2)c(C)c1,5,6
Cc1cc(/C=c2/sc3nc4ccccc4n3c2=O)c(C)n1-c1ccccn1,1,10
O=C(CNC(=O)c1cc2ccccc2o1)NCc1cccs1,3,3
CCOC(=O)c1ccc2c(c1)nc(SCC(=O)c1cc3ccccc3o1)n2CC,5,7
O=C(NC1CCN(C(=O)N2c3ccccc3Sc3ccccc32)CC1)c1ccco1,-1,8
COCCNS(=O)(=O)c1ccc(-c2ccc(C)cc2)cc1,-4,4
CCOCN(C(=O)Cn1c(COC)nc2ccccc21)c1c(C)cccc1CC,-6,17
Cc1ccc2c(NC(=O)C3CC3)c(C)ccc2n1,1,5
COc1ccc(C2c3c4c(n(C)c3CCN2C)CCN(C)C4c2ccc(OC)cc2)cc1 (stereo not given),-11,6
CCOC(=O)N1CCC(NC(=O)C2CCCN(S(=O)(=O)c3ccc4c(c3)oc(=O)n4C)C2)CC1 (stereo not given),-5,18
CCCC(=O)NCCc1ccc(S(N)(=O)=O)cc1,-5,-1
COc1ccc(S(=O)(=O)N(CCc2ccccc2)CC(=O)O)cc1C,0,-1
O=C(O)CCC(=O)CCC(=O)c1ccc(Cl)cc1,0,0
O=C(O)CCNS(=O)(=O)c1ccc2c(c1)Cc1ccccc1-2,-1,9
COc1cccc(-n2c(C)nnc2SCC(=O)Nc2ccccc2N2CCOCC2)c1,-4,4
O=C1[C@@H]2[C@H](C(=O)N1Cc1cccnc1)[C@H]1C=C[C@@H]2C1,-5,3
CC(O)Cn1c(=O)c2c(nc(Br)n2Cc2ccccc2)n(C)c1=O (stereo not given),-4,-1
S=c1nc(-c2ccccc2)[nH]n1-c1ccccc1,4,3
CCOC(=O)c1c(C)n(C)c2ccc(O)c(CN(CC)CC)c12,-7,5
CC(C)(C)c1cc(C(=O)O)n[nH]1,15,-16
N#C/C(C(N)=O)=c1/ccc2c(c1)N1C3=C(CCCC3)CC3CCCCC31N=2 (stereo not given),3,-9
C=CCn1c(SCC(=O)Nc2ccccc2CC)nnc1-c1ccncc1,0,-11
CCCCOc1ccc(C)cc1CN(CCO)CCO,-3,4
Cc1ccccc1N(CC(=O)NCc1ccncc1)S(C)(=O)=O,-2,5
CCN(CC)CCOCCOc1ccccc1F,4,10
CC1=C(C(=O)Nc2ccc(F)cc2)C(c2ccc(C)o2)C2=C(CC(C)(C)CC2=O)N1 (stereo not given),1,8
Cc1cc2n(n1)C(c1ccc(N(C)C)cc1)Nc1ccccc1-2 (stereo not given),-30,-89
CCCCOC(=O)Nc1cc(C)c(Cl)cc1OC,2,4
O=C1/C(=C/c2cccc3ccccc23)CCCc2ccccc21,2,4
O=C(NNC(=O)c1ccccc1[N+](=O)[O-])c1cnccn1,-2,-2
Cc1nc2n[nH]c(N)c2c2c1COC(C)(C)C2,-1,-15
O=C(/C=N/O)NCCCN1CCCCCC1,18,6
COCc1[nH][nH]c(=O)c1C=Nc1ccc(F)cc1F,-9,8
c1ccc(-c2nc(NCC3CCCO3)c3oc4ccccc4c3n2)cc1 (stereo not given),-4,-1
CCOc1ccc(C2C(C(=O)c3ccco3)=C(O)C(=O)N2Cc2cccnc2)cc1OC (stereo not given),4,-11
CCCn1c(N)c(C(=O)CSc2nc(C)cs2)c(=O)[nH]c1=O,3,5
OCCN1CCN(CC(O)COc2ccc(Cl)cc2)CC1 (stereo not given),2,15
COc1cnn(-c2ccccc2)c(=O)c1N(C)C,34,-13
COc1c(F)c(F)c(C(=O)O)c(Nc2ccccc2)c1F,28,-12
O=C(CS(=O)(=O)Cc1ccccc1)Nc1cccnc1,0,11
Cc1csc(NC(=O)c2cccn2C)n1,4,7
O=C(O)c1ccccc1C(=O)NCc1cccnc1,1,5
CCCc1nc2sc3c(c2c(=O)n1N)CCC3,0,4
O=C1CSC(=O)N1CC(O)COc1ccc(Cl)cc1 (stereo not given),-1,-14
COC(=O)c1c(C(=O)OC)c(C)n(Cc2cccnc2)c1C,-5,6
Cc1nnc(SCc2ccc(C(=O)O)cc2)s1,-1,4
O=C(c1cccc(S(=O)(=O)N2CCOCC2)c1)N(CCO)Cc1ccccc1,-2,6
CC(=NCc1ccco1)c1c(C(F)(F)F)[nH]n(-c2nc3ccccc3s2)c1=O,0,8
COC(=O)c1cc(OC)c(OC)cc1NC(=O)c1ccc(C)o1,1,8
COc1cccc(CN(CC(=O)NC2CCCC2)C(=O)Cn2nnc(-c3cccs3)n2)c1,33,-15
CCCc1nc2sc3c(c2c(=O)n1NC(=O)CCCl)CCCC3,-15,3
CCOc1ccc(N2C(=O)CC(SCCN)C2=O)cc1 (stereo not given),-6,-1
c1ccc(Oc2cccc(OCCCCSc3ncccn3)c2)cc1,-4,4
c1ccc(-n2c(-c3ccncc3)nnc2-c2ccco2)cc1,3,2
